# ELG1 DNA repair = qHTS screen for small molecules that inhibit ELG1-dependent DNA repair in human embryonic kidney (HEK293T) cells expressing luciferase-tagged ELG1 | 330,000 tested, 2.3% active | Potency, µM (highest dose often 46.1 µM), for inactives: top-dose activity change, negative = inhibition, hits mostly inhibitors | AID 504467, 2011 | HEK293T ELG1-luciferase reporter, luminescence, 16 h; DNA damage induced by 5-fluorouridine; also: potency is read from the fitted curve at half-maximal effect; % is scaled to controls: 0 for no effect and ±100 for the full control effect; nearly all actives have a fitted effect of over 55% in size
#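 Step one: seed 2,000 cells per well. Step two: pin-transfer compound or DMSO alongside 5-fluorouridine. Step three: incubate 16 hr, 37 °C, 5% CO2. Step four: add ONE-Glo, wait 30 min, read luminescence.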
# PTAP TSG101 blk = qHTS Assay for Iinhibitors of HIV-1 Budding by Blocking the Interaction of PTAP/TSG101; Fluorescence polarization, FITC-PTAP peptide / Tsg101 binding; 340,000 tested, under 10 active; Tumor susceptibility gene 101 protein (Homo sapiens), Q99816; Potency, µM (top dose mostly 115 µM), for the others: at the top dose activity change, negative = inhibition, usual class: inhibitors; active = well fitted inhibition curve with a large enough effect in the main read-out, with a control signal flat, not every such curve was filed as active; inconclusive = small, poorly fitted or top-dose-only effect, or effect the other way, or a change in a side signal; inactive = no such curve, though single readings can be large or run the other way; also: potency is read from the fitted curve at half-maximal effect; % of control where 0% means no effect
#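 Fluorescence anisotropy tracks displacement of a FITC-tagged PTAP peptide (50 nM) from the Tsg101 binding domain (10 uM), following a 20 min room-temperature incubation at pH 7.5.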
# Mito fusion act = qHTS Assay for Small Molecule Inhibitors of Mitochondrial Division or Activators of Mitochondrial Fusion; S. cerevisiae fusion-defective mutant growth rescue, CellTiterGlo 48 h; Potency, µM (titrated, usually from 46.1 µM), inactives show at the top dose growth rescue (activation), actives largely listed as activators; 320,000 tested, 0.23% active;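 also: potency is read from the fitted curve at half-maximal effect; % of control where 0% means no effect; nearly all actives have a fitted effect of over 45% in size; temperature-sensitive fusion mutants such as fzo1-1 at 37 °C on non-fermentable ethanol glycerol medium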
#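 Yeast fusion mutant, YPEG (non-fermentable carbon), compound, 48 h at 37C non-permissive; CellTiterGlo added, 10 min RT, luminescence read. Rescued growth = division inhibition.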
# TSHR antagonist = Antagonists of the Thyroid Stimulating Hormone Receptor: HTS campaign. 330,000 tested, 0.2% active. activity change, negative = inhibition, % at 11.5 µM. TSHR-expressing cells, TSH-stimulated cAMP HTRF, 2 h; active compounds read low. Thyrotropin receptor (Homo sapiens), P16473;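 active = activity change below a set negative limit, meaning inhibition stronger than a set level, cut at about -70% in these data; inconclusive = activity change between two set negative limits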; also: % is scaled to controls: 0 for no effect and ±100 for the full control effect
#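 Antagonism was scored as loss of TSH-driven cAMP in TSHR cells, stimulated with 4nM TSH (EC80) for 2 hours at 37 deg C and detected by homogeneous HTRF competition immunoassay.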
# BCR signal inh = qHTS Assay to Find Inhibitors of Chronic Active B-Cell Receptor Signaling; ABC-DLBCL IkBa-CBG/CBR reporter, luminescence ratio, 4 h; Potency, µM (doses to about 46.1 µM), without a hit: at the top dose ratio change, negative = lower green/red ratio, usual class: inhibitors; 340,000 tested, 0.05% active; AID 493014, 2011; active = well fitted inhibition curve with a large enough effect in the signal ratio, with a control signal flat, not every such curve was filed as active; inconclusive = small, poorly fitted or top-dose-only effect, or effect the other way, or a change in a side signal; the % refers to the signal ratio;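 also: potency is read from the fitted curve at half-maximal effect; plate controls were basal doxycycline-induced cells for no effect and cells given 10 µM MG132 for full effect; MG132 reads +100%, hits lower the ratio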
#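 TMD8 ABC-DLBCL cells carrying doxycycline-inducible green luciferase fused to IkappaBalpha plus unfused red luciferase were exposed to compounds (up to 46 uM) for 4 hrs at 37C. Activity came from the overlap-corrected green/red luminescence ratio.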
# S-ASM inh = Inhibitors of Secretory Acid Sphingomyelinase (S-ASM): qHTS; placental ASM, HMU-PC fluorogenic substrate, 60 min; Potency, µM (highest dose often 57.5 µM), for inactives: at the highest dose activity change, negative = inhibition, hits mostly inhibitors; 340,000 tested, 0.006% active; AID 504937, 2011; also: potency is read from the fitted curve at half-maximal effect
#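 qHTS format. ASM enzyme prepared from human placenta hydrolyses the fluorogenic substrate HMU-PC0 (9 uM final) over 60 min at 37 °C after a 10 min compound preincubation.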
# Eya2 inh = qHTS Assay for Inhibitors of the Phosphatase Activity of Eya2; Protein phosphatase EYA2 (Homo sapiens), O00167; recombinant Eya2, OMFP fluorescence dephosphorylation (OMFP is methylfluorescein phosphate); Potency, µM (top dose mostly 76.9 µM), inactives show top-dose activity, negative = inhibition, usual class: inhibitors; 330,000 tested, 0.006% active; also: potency is read from the fitted curve at half-maximal effect; % is scaled to controls: 0 for no effect and ±100 for the full control effect
# Target sequence (O00167 whole entry, looked up): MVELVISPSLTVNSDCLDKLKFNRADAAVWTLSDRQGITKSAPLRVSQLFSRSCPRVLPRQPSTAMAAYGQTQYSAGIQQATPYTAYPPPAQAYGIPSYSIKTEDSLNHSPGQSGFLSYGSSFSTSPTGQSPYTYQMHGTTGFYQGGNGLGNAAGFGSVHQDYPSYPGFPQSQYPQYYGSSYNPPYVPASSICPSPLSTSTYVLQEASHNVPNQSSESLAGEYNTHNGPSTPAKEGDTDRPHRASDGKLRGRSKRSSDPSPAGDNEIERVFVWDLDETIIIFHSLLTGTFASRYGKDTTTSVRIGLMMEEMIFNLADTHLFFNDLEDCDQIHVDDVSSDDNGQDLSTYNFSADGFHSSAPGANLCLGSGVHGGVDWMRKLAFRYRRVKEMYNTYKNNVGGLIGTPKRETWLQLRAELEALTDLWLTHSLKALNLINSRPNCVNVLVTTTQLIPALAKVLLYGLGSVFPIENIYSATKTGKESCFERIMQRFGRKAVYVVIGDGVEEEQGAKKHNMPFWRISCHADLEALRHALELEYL
#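 Eya2 protein (added as 0.2 uM solution) was preincubated with compound for 10 min at ambient temperature in 50 mM HEPES pH 7.5, 50 mM NaCl, 5 uM MgCl2, 0.05% BSA, 1 mM DTT. OMFP (added at 50 uM) then reacted 10 min; fluorescence read at 485/525 nm.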
# AT treatment = qHTS Assay for Identifying a Potential Treatment of Ataxia-Telangiectasia. […] A-T fibroblasts, KAP-1 phosphorylation AlphaLISA; neocarzinostatin DNA damage 30 min before lysis. Potency, µM (series often up to 57.5 µM), for the others: at the top dose activation, hits mostly activators. 320,000 tested, 0.19% active. AID 485349, 2010; also: potency is read from the fitted curve at half-maximal effect; % of control where 0% means no effect; nearly all actives have a fitted effect of over 45% in size
#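 hTERT-immortalized A-T patient fibroblasts ([…]), 500 cells/well in OPTI-MEM, 1% FBS, got compounds for 60 min, then NCS for 30 min at 37C. Lysates were then assayed for phospho-KAP-1 by AlphaLISA (anti-pKAP1 donor, anti-KAP1 acceptor beads), 6 hr at 25C.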
# TCR activator = Activators of T cell receptors: qHTS campaign; primary human leukocytes, anti-CD3, IL-2 HTRF, 48 h; Potency, µM (doses to about 9.22 µM), for inactives: at the highest dose activation of IL-2 secretion, hits mostly activators; AID 504894, 2011; 330,000 tested, under 10 active; also: % of control where 0% means no effect
#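 Activity was scored as IL-2 release from primary human leukocytes given only a TCR signal (a-CD3 beads) plus compound for 48 hr. Detection used a two-antibody HTRF format read at 665nm.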
# Tb PFK inh = qHTS Assay to Find Inhibitors of T. brucei phosphofructokinase. Potency, µM (highest dose often 57.5 µM), without a hit: at the top dose activity, negative = inhibition, actives largely listed as inhibitors. AID 485367, 2010. T. brucei PFK, ADP-Glo luminescence. 330,000 tested, 0.17% active. ATP-dependent 6-phosphofructokinase (Trypanosoma brucei brucei), O15648;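 also: potency is read from the fitted curve at half-maximal effect; 0% = uninhibited 1x PFK enzyme wells and -100% = no-enzyme wells; nearly all actives have a fitted effect of over 60% in size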
# Target sequence (O15648 whole entry, looked up): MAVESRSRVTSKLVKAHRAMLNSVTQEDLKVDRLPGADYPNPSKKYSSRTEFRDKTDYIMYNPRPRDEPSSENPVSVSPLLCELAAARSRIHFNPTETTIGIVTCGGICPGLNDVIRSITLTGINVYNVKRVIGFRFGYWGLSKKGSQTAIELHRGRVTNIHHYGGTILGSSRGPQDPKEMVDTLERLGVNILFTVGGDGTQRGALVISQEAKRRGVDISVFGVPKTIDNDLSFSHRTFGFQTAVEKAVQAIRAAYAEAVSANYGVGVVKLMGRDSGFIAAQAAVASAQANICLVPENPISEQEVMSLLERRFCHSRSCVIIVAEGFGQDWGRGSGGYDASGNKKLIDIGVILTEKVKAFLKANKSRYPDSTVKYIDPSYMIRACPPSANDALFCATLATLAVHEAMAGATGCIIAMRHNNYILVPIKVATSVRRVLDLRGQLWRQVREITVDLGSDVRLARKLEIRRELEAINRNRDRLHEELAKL
#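 Activity is normalized to no-enzyme wells (full inhibition) and 1.25 nM enzyme wells (no inhibition). Reaction: 0.5 mM F6P, 0.1 mM ATP, 45 min RT, ADP-Glo luminescence; concentration-response curves fitted and classed by quality.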
# a7 integrin act = qHTS for Activators of Integrin-Mediated Alleviation for Muscular Dystrophy; alpha7betagal myoblasts, beta-gal FDG fluorescence, 48 h; 350,000 tested, 0.064% active; Potency, µM (highest dose often 38.3 µM), inactives show at the top dose activation, most hits filed as activators; AID 624291, 2012;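 also: potency is read from the fitted curve at half-maximal effect; 100% = response of the positive control SU9516; nearly all actives have a fitted effect of over 60% in size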
#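 Alpha7betagal+/- myoblasts (passage 13) were plated 16-24 hr, then exposed to compounds (1:260 dilution of DMSO stock) for 48 hours at 37C. After MPER lysis, β-galactosidase reporter activity was read as FDG fluorescence (ex 480/em 540) after 30 minutes.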
# * = called active by the depositor; ? = inconclusive; . = no result given; [ ] = another dose, or the depositor's remark. Unless noted, calls follow the shape of the dose curve; as a rule, active = well fitted curve in the direction sought with a large enough effect; inconclusive = small, poorly fitted or top-dose-only effect, or another doubt; inactive = no such curve, though single readings can be large; an effect the other way counts as inactive or inconclusive.
Structure | ELG1 DNA repair | PTAP TSG101 blk | Mito fusion act | TSHR antagonist | BCR signal inh | S-ASM inh | Eya2 inh | AT treatment | TCR activator | Tb PFK inh | a7 integrin act
Cc1ccc(NC2=NCC(=O)N2C2CCCC2)c(C)c1 | 9% | 2% | 3% | 18 | -17% | 5% | -6% | -3% | -1%[46.1 µM] | -8% | -22%
COc1ccc(N(CC(=O)NCCC2=CCCCC2)S(=O)(=O)c2ccccc2)cc1OC | ? | -1% | -1% | 5 | -1% | -2% | -17% | 3% | 2% | 6% | -5%
Cc1cccc(NC(=O)Cn2nnc(C(=O)Nc3ccc(F)c(Cl)c3)c2N)c1 | 10% | 0% | -7% | -10 | -10% | 0% | -4% | 10% | 4% | 2% | 32%
COc1c(O)cc(O)c2c(=O)cc(-c3ccccc3)oc12 | 12% | -1% | . | 5 | ? | 25% | 4% | 0% | 10% | ? | 4%
Cc1ccc(C(=O)OCCc2c(C)[nH]n(-c3ccccc3)c2=O)cc1 | 9% | -4% | 1% | -7 | -6% | -6% | 5% | 5% | . | -1% | 13%
CCCN(CCC)C(=O)CSc1ncccc1C(=O)O | -4% | -2% | -22% | -2 | 4% | 2% | 3% | 3% | 0%[46.1 µM] | -2% | -3%
O=C(CCCn1c(=S)[nH]c2cc3c(cc2c1=O)OCO3)N1CCN(C2CCCCC2)CC1 | -1% | -4% | -4% | -6 | -4% | 0% | -17% | -2% | 6% | 3% | -24%
C=CCNC(=O)c1ccccc1NC(=O)c1ccc(Cl)c(S(=O)(=O)Nc2cccc(C)c2C)c1 | ? | 0% | 21% | -17 | ? | -18% | -5% | 3% | -1%[46.1 µM] | -3% | -12%
O=C(CSc1nnc(SCC(=O)NCc2ccc3c(c2)OCO3)s1)NCc1ccc2c(c1)OCO2 | 8% | -5% | -1% | -1 | -18% | 4% | 8% | -2% | 0% | 2% | 0%
CC(C)C(=O)Nc1oc(-c2ccccc2)cc1C#N | -13% | 0% | -5% | -10 | 7% | 3% | -8% | 4% | -1% | 0% | 2%
Fc1ccccc1Cn1c2[n+](c3ccc(C(F)(F)F)cc31)CCCCC2 | ? | 5% | 4% | 8 | 2% | -2% | -26% | 3% | 1% | 1% | -12%
Oc1ccccc1/C=C/c1noc(-c2ccccc2O)n1 | ? | -5% | 3% | -10 | ? | 0% | -9% | -1% | -2% | 4% | -29%
CC1=Nc2cc(C(=O)O)ccc2Sc2ccc(Br)cc21 | -4% | -7% | 14% | -2 | 7% | -1% | 2% | 22% | 6% | -3% | -6%
CN(C)CCNC(=O)C(=O)NCC1OCCCN1S(=O)(=O)c1cccs1 (configuration not stated) | 7% | -1% | -4% | 11 | 3% | 0% | 3% | 2% | 1%[46.1 µM] | 6% | 5%
N#Cc1ccccc1S(=O)(=O)c1ccccc1C(=O)Nc1ccccc1 | 8% | -1% | 10% | -1 | -1% | -1% | 3% | -2% | 2% | -7% | -7%
CCOc1ccc(NS(=O)(=O)c2c(C)nc3sc(CC)nn3c2=O)cc1 | -17% | 0% | -1% | -3 | 20% | -1% | 4% | -15% | 2% | -2% | -2%
O=c1cc(C(F)(F)C(F)F)oc2ccccc12 | 28% | -2% | -1% | 12 | 6% | 2% | 2% | . | 0% | -1% | -7%
COc1ccc(NC(=O)CC23CC4CC(CC(Br)(C4)C2)C3)c(OC)c1 | 8% | -1% | 12% | 2 | 0% | -1% | -7% | -3% | 1% | -1% | -13%
COc1ccc(NC(=O)CCC(=O)c2cccs2)cc1Cl | 10% | -4% | -4% | -5 | ? | 2% | -19% | -1% | 3% | 1% | ?
O=C(Cn1[nH]c(=O)c2ccccc2c1=O)OCC(=O)c1ccc(Br)cc1 | 14% | -6% | -27% | 17 | -2% | -1% | -32% | -4% | -2% | 23% | ?
Cc1cc2cc(CN(CC3CCCO3)C(=S)Nc3ccccc3)c(=O)[nH]c2cc1C (configuration not stated) | ? | 0% | ? | -5 | 7% | -19% | 1% | 6% | 0%[46.1 µM] | -3% | ?
COc1ccc(Cn2nnnc2C(CC(C)C)N2CCC(C(N)=O)CC2)cc1 (configuration not stated) | ? | 0% | 0% | 22 | 16% | -5% | 2% | 2% | 0% | -6% | 0%
N#CC(C#N)=C1c2cc(S(=O)(=O)NCCO)ccc2-c2ccc(S(=O)(=O)NCCO)cc21 | -3% | -4% | -3% | 13 | -16% | -3% | -6% | 0% | 8% | -15% | -17%
N#Cc1c(N)nc2c(c1N)CC(CCl)O2 (configuration not stated) | ? | -9% | 7% | 48 | 1% | 35%[activator] | 2% | 2% | -2%[46.1 µM] | ? | -8%
CC[C@@]12C(=O)N(c3cccc(F)c3)C(=O)N1[C@H](c1ccc(OC)cc1)[C@@H]1C(=O)N(C(C)(C)C)C(=O)[C@@H]12 | 9% | -4% | -13% | -6 | 2% | 9% | -4% | -5% | -6% | -2% | -5%
C/C(=N\NC(=O)c1ccc(O)cc1O)c1cccnc1 | ? | 0% | -5% | 13 | ? | -1% | -6% | 7% | 9% | 2% | 27%
CCOc1ncccc1C(=O)NNC(=O)c1ccc(NS(=O)(=O)c2cccs2)cc1 | 9% | -4% | -3% | 2 | ? | 3% | 4% | 4% | 4% | 10% | 1%
O=C(NC1CC(=O)N(c2cccc(F)c2)C1)N1CCN(C(=O)c2ccco2)CC1 (configuration not stated) | 17% | -2% | -3% | 5 | 4% | 6% | -8% | -1% | -3% | -1% | 13%
COC(=O)c1ccc(CNC(=O)CSc2nc3sc(C)c(C)c3c(=O)n2C)o1 | -22% | 1% | 0% | -5 | -1% | -2% | -34% | -1% | 3% | 15% | 24%
COc1ccc(/C(O)=C2/C(=O)C(=O)N(c3ncccn3)C2c2ccc(OC)cc2)cc1 (configuration not stated) | 13% | -6% | 0% | 5 | -1% | -1% | -13% | 1% | 0% | 1% | 22%
COc1ccc(C2=NN(CN3C(=O)C(=O)c4ccccc43)C(c3ccc(C)cc3)C2)cc1 (configuration not stated) | ? | -6% | 5% | -4 | 30% | -13% | 1% | 1% | 0% | 0% | -7%
CCOCc1nnc(NC(=O)C2c3ccccc3Oc3ccccc32)s1 | ? | 0% | 13% | -8 | 3% | -2% | -10% | 6% | -2% | -1% | 2%
COc1ccccc1/C=C1/C(=O)ON=C1C | ? | -2% | -4% | 0 | -5% | 0% | -6% | -15% | 1% | -5% | ?
COc1cc2c(cc1OC)C(c1ccc(SC)cc1)CC(=O)N2 (configuration not stated) | -4% | -5% | -3% | 0 | ? | -1% | -1% | -7% | 6% | 0% | 2%
O=C(CSCc1ccc(Cl)cc1)Nc1ccc2c(c1)OCCO2 | ? | -5% | 1% | -14 | -9% | -3% | 19% | 1% | 2% | -7% | 12%
CC1CCC(=NNc2ccc(C(F)(F)F)cc2[N+](=O)[O-])CC1 (configuration not stated) | 10% | -2% | 2% | 0 | 0% | -8% | 3% | -11% | 4%[46.1 µM] | 2% | 2%
Cc1ccc(CNc2ccc(N3CCN(C)CC3=O)cc2)cc1 | ? | -1% | . | 25 | 1% | 0% | 3% | 2% | -4% | 2% | .
Oc1ccc(C2=NNC(=NCc3ccc4c(c3)OCO4)SC2)c(O)c1 | ? | 0% | 5% | 23 | ? | 0% | 10% | -9% | 10%[46.1 µM] | 5% | -14%
